# Compound activity (PubChem)
# TAG inh: triacylglycerol accumulation inhibition | H9c2 cells, Nile Red lipid (TAG) fluorescence; cells loaded with 200 µM oleic acid | inhibition, % at 12.5 µM | 0.66% of 230,000 active;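 active = pattern-corrected inhibition of lipid staining of at least 50% with the nuclear-stain viability signal not falling by more than 50%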;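 also: 0% = DMSO wells and 100% = triacsin C control wells; some results filed as inactive read as strong as hits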
# TAG inh DAPI viability: further read-out of TAG inh, marked with its call; DAPI nuclei signal change (viability), lower = more cytotoxic, %;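 whole-well DAPI fluorescence read on a plate reader as a viability signal; minus 50 percent equals half of cells still viable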
# Active calls of the source: *; & = joins results of further samples. Not all compounds are listed, so the mix of outcomes need not match the whole.
SMILES,TAG inh,TAG inh DAPI viability
Cc1cc(C(=O)N2CCC2(C)C(=O)Nc2ccc3[nH]ncc3c2)nn1C (stereo not drawn),-13,0
CC(C)Oc1ccc(F)cc1-c1cc(C(=O)N2CCc3ccccc3C2)[nH]n1,-39,11
Cc1ccc(S(=O)(=O)Nc2cccc3c2CCCC3)cc1,-5,-3
OCC1CCCN(c2nc(CN3CCCCC3)nc3scc(-c4ccccc4)c23)C1 (stereo not drawn),6,12
O=C(COc1ccc(Br)cc1)N1CCc2ccccc2C1,2,0
CC(=O)CSc1nnc(Cc2ccc3c(c2)OCO3)o1,-10,1
N/C(=N\OC(=O)C(c1ccccc1)c1ccccc1)c1ccncc1,-2,-7
CNC(=O)c1c(NC(=O)C2=COCCO2)sc2c1CCN(C(=O)OC)C2,19,2
CC1Cc2cc(/C(O)=C3\C(=O)C(=O)N(CCN4CCOCC4)C3c3ccccc3F)ccc2O1 (stereo not drawn),-17,-3
O=C(COC(=O)[C@@H]1CC(O)CN1S(=O)(=O)c1ccccc1[N+](=O)[O-])c1ccccc1 (stereo partly drawn),-9,4
Cc1cc(C)c2cc(CN(Cc3ccc4c(c3)OCO4)Cc3nnnn3Cc3ccco3)c(=O)[nH]c2c1,-24,6
Cc1ccc(N(Cc2ccccc2)C(=O)c2cccc(S(=O)(=O)N3CCOCC3)c2)cc1,-8,1
CC12CCC(=O)N1C(C(=O)Nc1ccc(F)c(F)c1F)CS2 (stereo not drawn),-2,-6
COc1ccccc1NC(=O)c1ccccc1C(=O)N(C)Cc1ccccc1,-2,2
CCOC(=O)c1ccc(NC(=O)c2nc[nH]c2C(=O)NCCCCNC(=O)c2[nH]cnc2C(=O)Nc2ccc(C(=O)OCC)cc2)cc1,122*,2.3*
CN(C(=O)COC(=O)c1ccccc1C(=O)c1ccccc1)c1ccccc1,-22,-1
CCOC(=O)/C(=C\c1ccc(OC(F)F)cc1)C1=Nn2c(nnc2-c2ccc(Cl)cc2)SC1,99,-75
CC1CCN(C(=O)CSc2nnc3ccccn23)CC1,-11,1
CCOC(=O)CN(C)Cc1cn[nH]c1-c1ccc2cc(OC)ccc2c1,2,-2
CC(=O)Nc1ccc(C(=O)N2CCCC(c3cc(C(=O)NCc4ccccc4)no3)C2)cc1 (stereo not drawn),-29,3
Nc1ccc(-c2nc3ccccc3[nH]2)cc1,25,-4
COc1ccc(NC(=O)C2CC(=O)n3c(nc4ccccc43)N2)cc1 (stereo not drawn),18,-3
CN1OC[C@@H]2CN[C@H](c3cccc(-c4ccc(C#N)cc4)c3)C[C@@H]21,9,-4
CCN(CC)C(=O)CSc1nnc(COc2ccccc2)n1N,-7,-4
CCN1CCN(Cc2ccc(C(=O)Nc3ccc(C)c(NCc4cnc(NC(=O)OC)cn4)c3)cc2C(F)(F)F)CC1,15&-8,9&9

# As entered above:
# CC(=O)CSc1nnc(Cc2ccc3c(c2)OCO3)o1 in TAG inh DAPI viability reads 1
# CC1Cc2cc(/C(O)=C3\C(=O)C(=O)N(CCN4CCOCC4)C3c3ccccc3F)ccc2O1 (stereo not drawn) in TAG inh reads -17
# N/C(=N\OC(=O)C(c1ccccc1)c1ccccc1)c1ccncc1 in TAG inh reads -2
# COc1ccc(NC(=O)C2CC(=O)n3c(nc4ccccc43)N2)cc1 (stereo not drawn) in TAG inh DAPI viability reads -3
# Cc1ccc(N(Cc2ccccc2)C(=O)c2cccc(S(=O)(=O)N3CCOCC3)c2)cc1 in TAG inh DAPI viability reads 1

# Other structures follow:
SMILES,TAG inh,TAG inh DAPI viability
COC(=O)[C@@H]1C[C@H]2CC[C@H](O)C[C@H]2N1Cc1ccc(C(C)(C)C)cc1,-1,-2
c1ccc(-c2noc(CC3CCCCC3)n2)cc1,21,-10
Cc1ccc(OCC(=O)c2cc(C)n(Cc3ccco3)c2C)c([N+](=O)[O-])n1,-24,3
CCOc1cc(-c2sc(Nc3ccccc3)n[n+]2-c2ccc(F)cc2)ccc1OC,-1,-7
CN(CC(=O)Nc1ccc(N2CCOCC2)cc1)C(=O)CCc1ccccc1Cl,27,-32
O=C(CN1CCN(S(=O)(=O)c2ccc(Br)s2)CC1)N1CCc2ccccc21,47,-32
CC(C(C(=O)N1CCCCC1)N1CCCCC1)N1CCCCC1 (stereo not drawn),5,5
Brc1ccc(CSc2ccc3nnc(-c4ccccn4)n3n2)cc1,11,6
CN1CCN(C(=O)c2ccc3c(=O)n(Cc4ccco4)c(=S)[nH]c3c2)CC1,-19,11
CC1(C)CC(NC(=O)c2ccc(F)cc2)CC(C)(C)N1,-3,7
Cc1noc(C)c1S(=O)(=O)N1CCC2(CC1)OCCO2,-13,12
CSCCC(NC(=O)c1ccccc1Cl)C(=O)NCC(c1ccc(F)cc1)N1CCOCC1 (stereo not drawn),-5,0
COC(=O)c1ccc(N2CCN(S(=O)(=O)c3c(C)cc(C)cc3C)CC2)c([N+](=O)[O-])c1,3,7
O=C(CN1CCCC1)N1c2ccccc2Sc2ccc(C(F)(F)F)cc21,-7,-2
O=C(Cn1nnc2ccccc21)Nc1ccccc1[N+](=O)[O-],-11,1
CC/C(=N\NC(=O)C1CC1)c1cccc(Cl)c1,-5,6
O=C(NNC(=O)C1CC2CCC1C2)c1sc2ccccc2c1Cl (stereo not drawn),-11,3
Cc1cccc(C)c1OCC(=O)NNC(=O)CCNC(=O)c1ccco1,6,12
CCC(=O)N=C1SC2CS(=O)(=O)CC2N1c1cccc(OC)c1 (stereo not drawn),-6,-4
CCOc1ccc(N(CC(N)=O)S(=O)(=O)c2ccc(F)cc2)cc1,10,-2
CC(=O)Nc1cccc(Oc2ccc3c(c2)C(=O)N(CCC(=O)O)C3=O)c1,2,-5
O=c1c2c([N+](=O)[O-])cc([N+](=O)[O-])cc2nc2ccccn12,5,-6
OCc1cnc(SCc2ccccc2)n1Cc1ccccc1,-10,-2
COc1ccc(NC(=O)N(C)C[C@H]2OCCCC[C@@H](C)Oc3ccc(NC(=O)c4ccccc4)cc3C(=O)N([C@H](C)CO)C[C@@H]2C)cc1,9,-4
COc1ccccc1OCC(=O)NNC(=O)CCCC(=O)NNC(=O)COc1ccccc1OC,-8,2

# As a short view, part of the list above.
SMILES,TAG inh,TAG inh DAPI viability
COc1ccc(NC(=O)N(C)C[C@H]2OCCCC[C@@H](C)Oc3ccc(NC(=O)c4ccccc4)cc3C(=O)N([C@H](C)CO)C[C@@H]2C)cc1,9,-4
COc1ccccc1OCC(=O)NNC(=O)CCCC(=O)NNC(=O)COc1ccccc1OC,-8,2

# The results go on.
SMILES,TAG inh,TAG inh DAPI viability
CN(C)S(=O)(=O)c1cc(NC(=O)C2=COCCO2)ccc1Cl,5,-2
COc1ccc(CCNC(=O)c2nnn(CC(=O)Nc3ccccc3C)c2N)cc1OC,-1,-4
Cc1cc(C)n(CC(C)NCc2c(C(=O)N3CCOCC3)nc3c(C)cccn23)n1 (stereo not drawn),-2,1
CCOC(=O)N1CCC(NC(=O)CSc2cc(=O)n(C)c3ccccc23)CC1,25,-16
CCC(=O)Nc1nc(C)c(C(=O)NC2CCCCC2)s1,23,-6
CN(C)c1ccc(/C=N/NC(=O)COc2ccccc2)cc1,-7,0
CCC(C)C(=O)Nc1ccc([N+](=O)[O-])cc1OC (stereo not drawn),3,2
CCOC(=O)c1c(-c2ccccc2)oc2ccc(OCC)cc12,1,110
Cc1cc(C(=O)N[C@H](c2ccccc2)[C@@]2(C)C[C@@H]2[C@@H](C)C(=O)Nc2ccc3ccccc3c2)n(C)n1,6,-7
Cn1c(SCc2ccccc2)nc(C(F)(F)F)cc1=O,-9,7
COc1ccc(C(=O)C[n+]2ccc3c(c2)nc(-c2ccc(OC)cc2OC)n3C)cc1,-37,9
COCCc1ccc(OC2(C)CCN(Cc3cccc(OC)c3OC)C2)cc1 (stereo not drawn),-4,0
COc1ccc(Cl)cc1NC(=O)c1cc(-c2ccc(C)cc2O)n[nH]1,-42,7
NC(c1csc(Nc2ccc(C(F)(F)F)cn2)n1)C1CCCCC1 (stereo not drawn),26,7
COC(=O)c1sc(-c2cccs2)cc1N,2,4
O=C(NCc1cccc(Br)c1)C1CC(c2ccccc2[N+](=O)[O-])=NO1 (stereo not drawn),-22,12
COc1ccc(CC2(CO)CCN(Cc3ccc(OC(F)(F)F)cc3)CC2)cc1,-18,7
COc1ccc(N(CC(=O)Nc2cc(C)on2)S(=O)(=O)c2cc(C)ccc2C)cc1,8,-18
Cc1ccc(NC(=S)/N=C(\N)Nc2nc(C)c3cc(C)ccc3n2)c(C)c1,-4,5
N#Cc1ccccc1NC(=O)CSC1=Nc2ccccc2C2CC=NN12 (stereo not drawn),-3,8
COc1ccc(-c2nn(-c3ccccc3)cc2CN2CCCO2)c(F)c1,5,-3
COc1ccc(-c2noc(CCN3C(=O)c4ccccc4C3=O)n2)cc1OC,-2,6
Cc1ccc(S(=O)(=O)N2CCC(C(=O)N[C@@H](C)C(=O)NCC3CCCO3)CC2)cc1 (stereo partly drawn),8,-6
COc1ccccc1CN1CCNC(=O)C1CC(=O)NCCC1=CCCCC1 (stereo not drawn),3,-3
CCc1ccccc1N1CC23C=CC(O2)C(C(=O)OC)C3C1=O (stereo not drawn),-2,-2

# Compound profiles, from the list above. Values in the order: TAG inh | TAG inh DAPI viability
# Results for COc1ccc(Cl)cc1NC(=O)c1cc(-c2ccc(C)cc2O)n[nH]1 → -42 | 7
# Results for CCOC(=O)N1CCC(NC(=O)CSc2cc(=O)n(C)c3ccccc23)CC1 → 25 | -16
# Results for COc1ccc(-c2nn(-c3ccccc3)cc2CN2CCCO2)c(F)c1 → 5 | -3
# Results for Cc1cc(C(=O)N[C@H](c2ccccc2)[C@@]2(C)C[C@@H]2[C@@H](C)C(=O)Nc2ccc3ccccc3c2)n(C)n1 → 6 | -7
# Results for CCC(=O)Nc1nc(C)c(C(=O)NC2CCCCC2)s1 → 23 | -6

# Reprinted at random: 5 entries already listed, in no set order.
SMILES,TAG inh,TAG inh DAPI viability
COc1ccccc1CN1CCNC(=O)C1CC(=O)NCCC1=CCCCC1 (stereo not drawn),3,-3
CCOC(=O)c1c(-c2ccccc2)oc2ccc(OCC)cc12,1,110
Cc1cc(C(=O)N[C@H](c2ccccc2)[C@@]2(C)C[C@@H]2[C@@H](C)C(=O)Nc2ccc3ccccc3c2)n(C)n1,6,-7
COc1ccc(CCNC(=O)c2nnn(CC(=O)Nc3ccccc3C)c2N)cc1OC,-1,-4
COc1ccc(-c2noc(CCN3C(=O)c4ccccc4C3=O)n2)cc1OC,-2,6

# Continuation:
SMILES,TAG inh,TAG inh DAPI viability
Cc1nn(C)cc1NC(=O)c1cc2nc(-c3ccco3)cc(C(F)(F)F)n2n1,-8,12
COc1cc(SC)ccc1C(=O)Nc1c(C)cccc1C,-22,5
Cc1cc(OCC(=O)N(Cc2ccco2)C2CCS(=O)(=O)C2)ccc1Cl (stereo not drawn),7,-2
CC(=O)Nc1cccc(CNCc2cccc(NC(C)=O)c2)c1,-4,-4
CCOC(=O)Cc1csc(NS(=O)(=O)c2ccc(Br)cc2)n1,-14,3
Cc1cc(C)nc(Nc2nc(C(N)Cc3ccccc3)cs2)n1 (stereo not drawn),48,-23
NC(=O)NC(=O)COC(=O)/C=C/c1cccs1,-1,1
COc1ccc(CCn2ccc(O)c(Cc3ccc(Cl)cc3Cl)c2=O)cc1OC,34,-4
O=S(=O)(c1ccccc1)n1nc(-c2ccccc2)nc1NCc1ccco1,15,1
CCCC(C)NC(=O)c1ccccc1SC (stereo not drawn),-19,22
O=[N+]([O-])c1ccc(OCn2cncn2)cc1,5,-2
CC(C)(C)c1ccc(C2(C)NC(=O)N(CC(=O)Nc3ccc4c(c3)OCO4)C2=O)cc1 (stereo not drawn),5,-9
Cc1ccc(NC(=O)CSc2nnc(-c3ccc(S(=O)(=O)N4CCOCC4)cc3)n2C)cc1,45,22
COc1ccc(C(CNC(=O)COc2ccc(F)cc2Cl)N2CCOCC2)cc1 (stereo not drawn),10,-4
COc1ccc(CNC(=O)OCCN2CCN(Cc3ccccc3)CCC2=O)cc1,0,-3
CN(C)/C=N/NC(=O)c1ccccc1,-9,-7
Cc1cccc(Oc2nc(-c3ccccn3)nc3ccccc23)c1,66*,-31*
